From PubChem
U2OS ROS induce = cancer cell ROS induction; U2OS ROS induction, H2DCF-DA fluorescence; ROS induction (% of piperlongumine), % at 10 µM; actives 2% (n = 46,000); AID 624156; in the data active means ROS induction above about 79%, passing the limit was not always enough; inconclusive means no clear call, values can overlap the other calls;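 further: 0% = DMSO vehicle median and 100% = reference compound median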
An asterisk follows results filed as active; ? = inconclusive. A portion of the library; count on the stated rates, not on these rows.

SMILES	U2OS ROS induce
COc1ccc(S(=O)(=O)N(C)C[C@@H]2Oc3ccc(NC(=O)C4CCCCC4)cc3C(=O)N([C@H](C)CO)C[C@@H]2C)cc1	-7
O=S(=O)(c1cccc2c(I)cccc12)N1CCCNCC1	-9
C[C@@H]1CN([C@H](C)CO)C(=O)Cc2cc(NS(=O)(=O)c3cn(C)cn3)ccc2O[C@H]1CN(C)S(=O)(=O)c1ccc(Cl)cc1	-4
O=C(N/N=C/c1ccccc1Br)c1ccccc1O	-5
CCOC(=O)C1(c2csc(N)n2)COC(=O)C1 (stereo not drawn)	3
COc1ccc([Si](C)(C)[C@H]2[C@H](CCO)O[C@@]3(C(=O)N(Cc4cccc(NC(C)=O)c4)c4ccccc43)[C@@H]2C)cc1	?
Cc1cc(C(=O)Nc2cccc3c2O[C@@H](CN(C)C(=O)Nc2c(C)noc2C)[C@@H](C)CN([C@@H](C)CO)C3=O)n(C)n1	-3
COC(=O)Nc1ccc(S(=O)(=O)N2CCCc3ccccc32)cc1	9
C[C@@H]1CCCCO[C@@H](CN(C)S(=O)(=O)c2cccs2)[C@@H](C)CN([C@H](C)CO)C(=O)c2cc(NC(=O)C3CCCCC3)ccc2O1	19
O=C(Oc1ccccc1)Oc1ccc2oc(=O)sc2c1	6
C[C@@H]1CN([C@@H](C)CO)C(=O)c2cc(NS(C)(=O)=O)ccc2O[C@@H]1CN(C)Cc1ccc(C(=O)O)cc1	-7
CC(C)N1C(=O)[C@@]2(Cc3ccccc31)c1ccccc1C(=O)N(Cc1ccccc1Cl)[C@H]2c1ccc(CO)cc1	6
Cc1noc(C)c1S(=O)(=O)Nc1ccc2c(c1)C(=O)N([C@H](C)CO)C[C@H](C)[C@H](CN(C)C(=O)Nc1ccc(C(F)(F)F)cc1)O2	2
CCCc1cc(=O)[nH]c(SCc2nc3ccccc3[nH]2)n1	-16
COc1cc(/C=N\NC(=O)CCCCCCC(=O)NO)c(Br)cc1O	1
O=C(CC(O)(c1ccccc1)C(F)(F)F)c1ccccc1 (stereo not drawn)	-6
Cc1ccc(N(C(C)C(=O)O)S(C)(=O)=O)cc1C (stereo not drawn)	9
COc1ccc(S(=O)(=O)N(C)C[C@H]2Oc3c(NC(=O)c4cnccn4)cccc3C(=O)N([C@@H](C)CO)C[C@@H]2C)cc1	-9
CNC[C@H]1OCCCC[C@@H](C)Oc2ccc(NC(=O)CCCN(C)C)cc2C(=O)N([C@H](C)CO)C[C@@H]1C	-14
C[C@@H]1CN([C@@H](C)CO)C(=O)c2cccc(NC(=O)c3ccncc3)c2O[C@@H]1CN(C)Cc1ccc2c(c1)OCO2	2
Cc1[nH][nH]c(=O)c1C(c1ccncc1)C(C#N)C#N (stereo not drawn)	6
C[C@H]1CN([C@@H](C)CO)C(=O)Cc2cc(NS(=O)(=O)c3cccs3)ccc2O[C@H]1CN(C)S(=O)(=O)c1cn(C)cn1	1
O=C(C1=C[C@@H](c2ccc3c(c2)Cc2ccccc2-3)C[C@@H](OCCCCO)O1)N1CCN(Cc2ccc3c(c2)OCO3)CC1	44
CC(C)(C)c1ccc(S(=O)(=O)NCC(=O)Nc2cccc(Cl)c2)cc1	-8
COc1ccc(CNC(=O)CN2N=C(c3ccc(Cl)cc3)CCC2=O)c(OC)c1	8
Cc1cc(C)cc(N2C(=O)CSC2c2cccs2)c1 (stereo not drawn)	-13
COc1ccc(NC(=O)Nc2ccc3c(c2)C(=O)N([C@@H](C)CO)C[C@@H](C)[C@@H](CN(C)S(=O)(=O)c2ccc(C)cc2)O3)cc1	20
C[C@H]1CN([C@@H](C)CO)C(=O)c2cc(NC(=O)C3CCCCC3)ccc2O[C@H]1CN(C)Cc1ccc(Cl)c(Cl)c1	-9
C[C@@H]1CN([C@H](C)CO)C(=O)c2cc(NC(=O)CCN3CCOCC3)ccc2O[C@@H]1CN(C)Cc1ccc(C(=O)O)cc1	6
Cc1ccc(NC(=O)C(C)Sc2nccc(C)n2)cc1 (stereo not drawn)	0
C[C@@H]1CCCCO[C@H](CN(C)C(=O)NC2CCCCC2)[C@@H](C)CN([C@H](C)CO)C(=O)c2cc(NS(=O)(=O)c3ccc(Cl)cc3)ccc2O1	10
C[C@@H]1CN([C@@H](C)CO)C(=O)c2cc(NS(=O)(=O)c3cccs3)ccc2O[C@@H]1CN(C)Cc1ccc(C(=O)O)cc1	51
CNC[C@H]1Oc2c(NC(=O)Nc3ccc(OC)cc3)cccc2C(=O)N([C@H](C)CO)C[C@@H]1C	-11
O=C(CSc1nc(-c2ccccc2)cc(C(F)(F)F)n1)c1cccc([N+](=O)[O-])c1	64
Cc1cccc(S(=O)(=O)N(C)C[C@@H]2OCc3cnnn3CCCC(=O)N([C@H](C)CO)C[C@@H]2C)c1	1
O=C(O)CCn1c(=O)n(CCC(=O)O)c2c(Cl)cc(Cl)cc21	0
C[C@H](CO)N1C[C@H](C)[C@H](CN(C)Cc2ccc(Oc3ccccc3)cc2)Oc2ccc(NC(=O)Cn3cnnn3)cc2C1=O	1
C[C@@H]1CN([C@@H](C)CO)C(=O)c2cc(NS(=O)(=O)c3ccccc3)ccc2O[C@H]1CN(C)C(=O)NC1CCCCC1	2
O=C1C(CCS(=O)c2ccccc2)C(=O)N(c2ccccc2)N1c1ccccc1 (stereo not drawn)	0
C[C@@H]1CN([C@@H](C)CO)C(=O)c2cccc(N(C)C)c2O[C@H]1CN(C)S(=O)(=O)c1cn(C)cn1	-3
C[C@H](CO)N1C[C@H](C)[C@@H](CN(C)Cc2ccc(Cl)c(Cl)c2)Oc2c(NC(=O)c3cnccn3)cccc2C1=O	12
COc1ccccc1NC(=O)C1=C(C)Nc2ncnn2C1c1ccccn1 (stereo not drawn)	-1
CC(=O)Nc1ccc(NC(=O)CSc2nncn2C)cc1	-31
COC(=O)c1ccc2c(c1)N(CC#N)C(=O)CS2	1
C[C@@H]1CN([C@@H](C)CO)C(=O)c2cccc(NS(=O)(=O)c3cccs3)c2O[C@@H]1CN(C)Cc1ccccc1	1
C[C@@H]1CCCCO[C@H](CN(C)C(=O)Nc2ccc(F)cc2)[C@@H](C)CN([C@H](C)CO)C(=O)c2cc(NC(=O)CCC(F)(F)F)ccc2O1	13
COc1cccc(S(=O)(=O)NCC(=O)N2CCCCCC2)c1	1
C[C@H](CO)N1C[C@H](C)[C@H](CN(C)S(=O)(=O)c2cccc(F)c2)Oc2ncc(-c3cc4ccccc4o3)cc2C1=O	37
O=C(O)C1=C[C@@H](c2ccc3c(c2)Cc2ccccc2-3)C[C@@H](OCCCCO)O1	2
CCc1cc2c(=O)oc(-c3ccc(Br)cc3)nc2s1	18
COC(=O)COc1cccc(NC(=O)c2cccc(C)c2)c1	-13
Cc1cc(C(=O)Nc2cccc3c2O[C@@H](CN(C)Cc2ccc(Oc4ccccc4)cc2)[C@@H](C)CN([C@@H](C)CO)C3=O)n(C)n1	57
CCc1ccccc1NC(=O)C(CC)n1nc(C)n2c(cc3cc(C)ccc32)c1=O (stereo not drawn)	-3
COc1ccc(CN(C)C[C@H]2Oc3ccc(NC(=O)C4CCCCC4)cc3CC(=O)N([C@H](C)CO)C[C@H]2C)cc1	-5
O=C(O)CCCCCC(=O)N/N=C/c1cc(F)ccc1O	-3
C[C@H]1CN([C@@H](C)CO)C(=O)c2cccc(NC(=O)Nc3ccc4c(c3)OCO4)c2O[C@H]1CN(C)Cc1ccc(Oc2ccccc2)cc1	33
C[C@@H]1CN([C@@H](C)CO)C(=O)c2cccc(NC(=O)Nc3ccc4c(c3)OCO4)c2O[C@H]1CN(C)Cc1ccncc1	-8
O=C(NC1CC1)c1ccc2c(c1)N(Cc1ccccc1)C(=O)c1ccccc1S2	1
CCCc1cc(=O)oc2c(C)c(OC(C)C(=O)O)ccc12 (stereo not drawn)	-5
Cc1nc2cc(-c3ccccc3)nn2c(C)c1CC(=O)NC1CCCC1	17
(cont.)
SMILES	U2OS ROS induce
Cc1noc(C)c1NC(=O)N(C)C[C@@H]1Oc2ccc(NC(=O)Cc3cn(C)c4ccccc34)cc2CC(=O)N([C@H](C)CO)C[C@H]1C	13
C[C@@H]1CN([C@H](C)CO)C(=O)CCCn2nncc2CO[C@@H]1CN(C)C(=O)CCC(F)(F)F	17
C[C@H](CO)N1C[C@H](C)[C@H](CN(C)Cc2ccc(C(=O)Nc3ccccc3N)cc2)Oc2ccc(NC(=O)Cn3cnnn3)cc2CC1=O	5
CC1CCCC(NC(=O)C2CCC(Cn3c(=O)[nH]c4ccccc4c3=O)CC2)C1C (stereo not drawn)	-2
O=C(CCc1nc(-c2ccccc2Cl)no1)Nc1ccccc1[N+](=O)[O-]	-2
C[C@H](CO)N1C[C@H](C)[C@@H](CN(C)Cc2ccc(C(=O)O)cc2)Oc2c(NC(=O)Nc3ccc(F)cc3)cccc2C1=O	-13
COC(=O)c1cc(OC)c(OC)cc1NC(=O)c1cc(-c2cccnc2)nc2ccc(Cl)cc12	-13
CC1=CC(=O)[C@H]2C(C)(C)CCC[C@]2(C)[C@@]1(O)CO	-5
CCOC(=O)c1c(/N=C/c2ccc(N(C)C)cc2)sc(C)c1C	17
C[C@H](CO)N1C[C@H](C)[C@H](CN(C)Cc2ccc(C(=O)O)cc2)Oc2ccc(NC(=O)Cc3cn(C)c4ccccc34)cc2C1=O	-5
COc1ccc(NC(=O)N(C)C[C@@H]2Oc3c(NS(C)(=O)=O)cccc3C(=O)N([C@@H](C)CO)C[C@H]2C)cc1	-9
C[C@@H]1CN([C@H](C)CO)C(=O)c2cccc(NC(=O)Nc3ccc4c(c3)OCO4)c2O[C@@H]1CN(C)C(=O)NC1CCCCC1	14
CCCn1nnc(NC(=O)COc2ccc(Br)cc2)n1	-7
COC(=O)CCCCCCC(=O)N/N=C/c1coc2ccccc2c1=O	20
C[C@@H]1CN([C@@H](C)CO)C(=O)c2cccc(NC(=O)c3cnccn3)c2O[C@@H]1CN(C)Cc1ccc(Oc2ccccc2)cc1	26
O=C(Oc1ccc2ccccc2c1C1SCCS1)c1cccs1	-3
CNC[C@@H]1Oc2ccc(NC(=O)C3CCCCC3)cc2CC(=O)N([C@@H](C)CO)C[C@@H]1C	0
COc1ccc(CN(C)C[C@H]2Oc3ccc(NS(=O)(=O)c4ccc(C)cc4)cc3C(=O)N([C@@H](C)CO)C[C@H]2C)cc1	-3
C[C@@H]1CN([C@H](C)CO)C(=O)c2cc(N(C)C)ccc2O[C@H]1CN(C)Cc1ccc(Cl)c(Cl)c1	-3
C[C@@H]1CN([C@@H](C)CO)C(=O)Cc2cc(NC(=O)Cc3ccccc3)ccc2O[C@@H]1CN(C)S(=O)(=O)c1cccs1	-3
COc1ccccc1OCC(=O)Nc1cccc(-c2nc3ccccc3o2)c1	-8
O=C(NO)c1ccc(C(=O)N/N=C/c2cccc(Oc3ccccc3)c2)cc1	5
Cc1cc(OCC(=O)Nc2ccccc2C(=O)NC2CCCCC2)cc(C)c1Cl	-35
C[C@H](CO)N1C[C@H](C)[C@H](CN(C)C(=O)Nc2ccc3c(c2)OCO3)Oc2ncc(C#Cc3ccccc3)cc2C1=O	22
CC(C)NC(=O)N(C)C[C@@H]1Oc2ccc(NC(=O)Nc3cccc4ccccc34)cc2C(=O)N([C@H](C)CO)C[C@@H]1C	7
COC(=O)c1cc(NS(=O)(=O)Cc2ccccc2)cc(C(=O)OC)c1	-2
CCOc1ccc(-n2c(SCc3nc(-c4ccc(C)cc4)no3)nnc2-c2ccncc2)cc1	57
C[C@@H]1CN([C@H](C)CO)C(=O)Cc2cc(NC(=O)Cc3cn(C)c4ccccc34)ccc2O[C@@H]1CN(C)C(=O)Nc1ccc(C(F)(F)F)cc1	31
Cc1noc(-c2ccccc2)c1NC(=O)N1CCN(C(c2ccccc2)c2ccccc2)CC1	3
C[C@@H]1CN([C@@H](C)CO)C(=O)c2cccc(N(C)C)c2O[C@@H]1CN(C)Cc1ccncc1	-5
C[C@H](CO)N1C[C@H](C)[C@H](CN(C)C(=O)Nc2ccccc2)Oc2ncc(C#Cc3cccc(F)c3)cc2C1=O	3
C[C@@H]1CN([C@H](C)CO)C(=O)c2cc(NS(=O)(=O)c3cccs3)ccc2O[C@@H]1CN(C)Cc1ccc(C(F)(F)F)cc1	-8
C[C@@H]1CCCCO[C@@H](CN(C)C(=O)c2ccccc2)[C@@H](C)CN([C@H](C)CO)C(=O)c2cc(NC(=O)Nc3ccc(F)cc3)ccc2O1	-7
COc1ccc(S(=O)(=O)Nc2cccc3c2O[C@@H](CN(C)C(=O)NC2CCCCC2)[C@@H](C)CN([C@@H](C)CO)C3=O)cc1	0
COC(=O)c1cn(NC(=O)CCC2CCCC2)c(=O)c2ccccc12	-8

Gathered by group, the compounds so far containing a thiophene ring, fused or not.
SMILES	U2OS ROS induce
C[C@@H]1CCCCO[C@@H](CN(C)S(=O)(=O)c2cccs2)[C@@H](C)CN([C@H](C)CO)C(=O)c2cc(NC(=O)C3CCCCC3)ccc2O1	19
C[C@H]1CN([C@@H](C)CO)C(=O)Cc2cc(NS(=O)(=O)c3cccs3)ccc2O[C@H]1CN(C)S(=O)(=O)c1cn(C)cn1	1
Cc1cc(C)cc(N2C(=O)CSC2c2cccs2)c1 (stereo not drawn)	-13
C[C@@H]1CN([C@@H](C)CO)C(=O)c2cc(NS(=O)(=O)c3cccs3)ccc2O[C@@H]1CN(C)Cc1ccc(C(=O)O)cc1	51
C[C@@H]1CN([C@@H](C)CO)C(=O)c2cccc(NS(=O)(=O)c3cccs3)c2O[C@@H]1CN(C)Cc1ccccc1	1
CCc1cc2c(=O)oc(-c3ccc(Br)cc3)nc2s1	18
CCOC(=O)c1c(/N=C/c2ccc(N(C)C)cc2)sc(C)c1C	17
O=C(Oc1ccc2ccccc2c1C1SCCS1)c1cccs1	-3
C[C@@H]1CN([C@@H](C)CO)C(=O)Cc2cc(NC(=O)Cc3ccccc3)ccc2O[C@@H]1CN(C)S(=O)(=O)c1cccs1	-3
C[C@@H]1CN([C@H](C)CO)C(=O)c2cc(NS(=O)(=O)c3cccs3)ccc2O[C@@H]1CN(C)Cc1ccc(C(F)(F)F)cc1	-8
